GLP1R cytotox: qHTS of GLP-1 Receptor Inverse Agonists: Cytotox Screen; HEK293 cAMP-luciferase reporter cells, luminescence, 24 h; Potency, µM (series often up to 38.3 µM), for inactives: top-dose activity change, negative = inhibition, actives largely listed as inhibitors; 0.13% of 410,000 active; AID 624418, 2012;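 also: loss of luciferase light is scored as toxicity; potency is read from the fitted curve at half-maximal effect; % is scaled to controls: 0 for no effect and ±100 for the full control effect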
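MLSMR compounds, 24 hr on cells at 37 deg C/5% CO2; luminescence after luciferase reagent (12 min RT). Inhibition counted as the undesired cytotoxic outcome.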
PLK1 PBD block: qHTS for Inhibitors of PLK1-PDB (polo-like kinase 1 - polo-box domain): Primary Screen; Serine/threonine-protein kinase PLK1 (Homo sapiens), P53350; Plk1 PBD binding of FITC phosphopeptide, fluorescence polarization; Potency, µM, for the others: max response, negative = inhibition, usual class: inhibitors; 2.8% of 360,000 active; AID 720504, 2013; also: potency is read from the fitted curve at half-maximal effect; series mostly up to about 57 µM; % is scaled to controls: 0 for no effect and ±100 for the full control effect; nearly all actives have a fitted effect of over 65% in size
PI5P4Ka inh: qHTS for Inhibitors of phosphatidylinositol 5-phosphate 4-kinase (PI5P4K); PI5P4Kalpha enzyme, ADP-Glo luminescence, 60 min; stronger effect = lower value; 1.2% of 330,000 active; max response, %; Phosphatidylinositol 5-phosphate 4-kinase type-2 alpha (Homo sapiens), P48426; active = max response of -50% or lower; inconclusive = between -30% and -50%; inactive = -30% or higher; also: value at the top dose of about 77 µM; % is scaled to controls: 0 for no effect and ±100 for the full control effect
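Quantitative HTS of the MLSMR library against PI5P4Kalpha with substrate. ATP added last at 5 microM final; room temperature, 60 minutes. Remaining ATP depleted, ADP converted and read as luminescence.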
GLP1R inv ag: qHTS of GLP-1 Receptor Inverse Agonists (Inhibition Mode); Glucagon-like peptide 1 receptor (Homo sapiens), P43220; HEK293 GLP-1R CRE-luciferase, luminescence, 24 h; GLP-1R form is constitutively active; Potency, µM (doses to about 38.3 µM), for inactives: at the top dose activity change, negative = inhibition, actives largely listed as inhibitors; 1.6% of 410,000 active; also: potency is read from the fitted curve at half-maximal effect; % is scaled to controls: 0 for no effect and ±100 for the full control effect; nearly all actives have a fitted effect of over 55% in size
Target sequence (P43220 whole entry, looked up): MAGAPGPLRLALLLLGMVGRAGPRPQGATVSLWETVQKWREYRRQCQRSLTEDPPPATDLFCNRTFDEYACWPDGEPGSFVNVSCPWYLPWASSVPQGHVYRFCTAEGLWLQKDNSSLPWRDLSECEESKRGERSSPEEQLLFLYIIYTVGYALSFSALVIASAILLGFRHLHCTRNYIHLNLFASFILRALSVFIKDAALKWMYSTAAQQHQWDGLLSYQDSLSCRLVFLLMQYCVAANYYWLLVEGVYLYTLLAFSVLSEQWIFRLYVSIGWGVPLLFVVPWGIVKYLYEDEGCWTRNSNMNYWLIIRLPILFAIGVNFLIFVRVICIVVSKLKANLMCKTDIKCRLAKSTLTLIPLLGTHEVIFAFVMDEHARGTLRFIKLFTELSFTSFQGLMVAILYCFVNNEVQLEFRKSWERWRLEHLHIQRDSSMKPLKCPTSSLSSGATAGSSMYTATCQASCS
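HEK293 cells stably co-expressing constitutively active GLP-1R and a cAMP-responsive luciferase reporter were seeded in DMEM with 10% Nu serum, given compounds after 12 h, and incubated 24 h at 37 deg C. Luminescence was then read.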
PTHR1 ag: qHTS for PTHR1 Agonists: Primary Screen; 0.075% of 410,000 active; Parathyroid hormone/parathyroid hormone-related peptide receptor (Homo sapiens), Q03431; Potency, µM (doses to about 115 µM), inactives show top-dose activation, most hits filed as activators; HEK293 GP2 PTHR1 cells, GloSensor cAMP luminescence, 1 h; AID 743266, 2014; also: potency is read from the fitted curve at half-maximal effect; nearly all actives have a fitted effect of over 55% in size; some results filed as inactive show a strong effect at the top dose; inactives centre near -15; many of its hits are not listed in these tables
Target sequence (Q03431 whole entry, looked up): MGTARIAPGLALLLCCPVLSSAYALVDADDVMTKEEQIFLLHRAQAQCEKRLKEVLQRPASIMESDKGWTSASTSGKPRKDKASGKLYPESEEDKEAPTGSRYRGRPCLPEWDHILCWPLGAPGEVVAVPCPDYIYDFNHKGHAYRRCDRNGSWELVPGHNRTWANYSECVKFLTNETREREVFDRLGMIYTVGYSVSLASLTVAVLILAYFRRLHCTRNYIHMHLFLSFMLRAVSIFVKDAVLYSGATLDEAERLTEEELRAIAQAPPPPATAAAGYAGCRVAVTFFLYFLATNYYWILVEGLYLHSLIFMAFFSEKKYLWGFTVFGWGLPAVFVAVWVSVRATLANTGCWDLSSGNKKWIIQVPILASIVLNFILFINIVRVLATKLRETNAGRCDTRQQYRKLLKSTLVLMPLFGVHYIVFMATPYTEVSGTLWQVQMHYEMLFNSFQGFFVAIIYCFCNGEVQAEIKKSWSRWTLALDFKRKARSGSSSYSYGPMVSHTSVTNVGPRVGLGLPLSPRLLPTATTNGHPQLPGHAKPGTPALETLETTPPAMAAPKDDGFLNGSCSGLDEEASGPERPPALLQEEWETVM
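HEK-293-derived GP2 cells expressing PTHR1 and a GloSensor cAMP reporter, 3,000/well, plated overnight, given luciferin plus IBMX (each 0.5 mM as added) for 1 h at 37 °C, then compound for 1 h at 37 °C. Luminescence was read after 15 min at room temperature.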
EPAC1 ag: qHTS for Agonist of cAMP-regulated guanine nucleotide exchange factor 3 (EPAC1): primary screen. Rap guanine nucleotide exchange factor 3 (Homo sapiens), O95398. 0.073% of 360,000 active. AID 720707, 2013. Potency, µM (highest dose often 154 µM), without a hit: top-dose activation, actives largely listed as activators. EPAC1 agonist qHTS, biochemical assay; response scale: 100% = response to 6.5 mM cAMP; also: potency is read from the fitted curve at half-maximal effect; nearly all actives have a fitted effect of over 60% in size
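Compounds were pinned as a concentration titration into mixtures of EPAC1 (100 nM), BODIPY-GDP-loaded Rap1B (250 nM) and GDP (50 uM). After 5 min at room temperature, fluorescence was followed for 30 min; activity was scaled to 6.5 mM cAMP.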
EPAC1 antagonist: qHTS for Antagonist of cAMP-regulated guanine nucleotide exchange factor 3 (EPAC1): primary screen; Potency, µM (titrated, usually from 115 µM), for the others: top-dose activity change, negative = inhibition, actives largely listed as inhibitors; Rap guanine nucleotide exchange factor 3 (Homo sapiens), O95398; AID 720709, 2013; 0.14% of 360,000 active; EPAC1 GEF assay, Rap1b-BODIPY-GDP exchange fluorescence;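 also: potency is read from the fitted curve at half-maximal effect; plate controls were vehicle for no effect and positive control for full effect; nearly all actives have a fitted effect of over 50% in size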
GLP-1R agonist: qHTS of GLP-1 Receptor Agonists. Glucagon-like peptide 1 receptor (Homo sapiens), P43220. HEK293 GLP-1R CRE-luciferase, luminescence, 4-6 h; cells express a hypersensitive GLP-1R form. Potency, µM (titrated, usually from 45.6 µM), for the others: top-dose activation, usual class: activators. 0.007% of 380,000 active; also: potency is read from the fitted curve at half-maximal effect; % of control where 0% means no effect
IL2 activator: qHTS of IL-2 Activators | activation, % (series mostly up to about 46 µM) | 0.065% of 360,000 active | IL-2 activation reporter assay, cell-based qHTS; stimulated with anti-CD3/CD4/CD28 beads; in transgenic mouse T cells; in the data active = activation above about 50%; inconclusive = mostly about 30% to 49%; also: 0% is about no effect
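Readout is EGFP and DsRed signal by fluorescent plate cytometry after 18 h at 37 degrees C. Transgenic mouse T cells (750/well) received compound for 60 min before bead stimulation (anti-CD3, anti-CD4, anti-CD28); memory T cells served as non-tolerant control.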
* hit, by the source's call; i = inactive; ? = inconclusive; . = not tested or not shown; [ ] = dose if it differs, or a comment. Unless noted, calls follow the shape of the dose curve; as a rule, active = well fitted curve in the direction sought with a large enough effect; inconclusive = small, poorly fitted or top-dose-only effect, or another doubt; inactive = no such curve, though single readings can be large; an effect the other way counts as inactive or inconclusive.

No.	Molecule	GLP-1R agonist	EPAC1 antagonist	GLP1R cytotox	PI5P4Ka inh	PLK1 PBD block	IL2 activator	GLP1R inv ag	PTHR1 ag	EPAC1 ag
1	Cc1ccccc1NC(=O)NCCCN1CCN(c2ccccc2)CC1	3%	-12%	8%	3	-6%	0.7	-22%	-15%	5%
2	Nc1nc[nH]c(=O)c1N=Cc1ccccc1	16%	12%	-12%	-18	-10%	0.2	-4%	-2%	10%
3	Cc1cccn2cc(CCNS(=O)(=O)c3cccs3)nc12	4%	-17%	-15%	-3	-10%	-0.6	?	?	-6%
4	CCc1ccc(-c2cn(C3CCCCC3)c(=S)[nH]2)cc1	13%	-21%	11%	?	-5%	-4.8	?	-29%	11%
5	CCOCCCN(CCC#N)C(=O)C1CCN(S(=O)(=O)c2ccc(-n3cnnn3)cc2)CC1	-2%	4%	6%	4	-6%	-2.3	1%	i	6%
6	COc1ccc(/C=C/C(=O)NC(=S)Nc2ccc(Br)cn2)cc1	21%	-21%	9%	-6	-19%	2.4	21%	-17%	12%
7	COc1cc(-c2nnc(-c3ccc(S(=O)(=O)c4ccccc4)cc3)o2)cc(OC)c1OC	-3%	-8%	8%	-6	-9%	-4.1	-1%	-1%	9%
8	Cc1ccc(-c2cc(C(=O)N3CCN(c4ccccc4O)CC3)c3ccccc3n2)cc1	-10%	-14%	?	1	-4%	-1.4	?	-28%	-56%[inhibitor]
9	O=C(C[n+]1cc(-c2ccc(Cl)c(Cl)c2)n2c1CCC2)OCc1ccccc1	-1%	3%	-11%	3	-3%	-0.8	13%	-9%	4%
10	CCc1nnc(NC(=O)C2CCCN2S(=O)(=O)c2ccc(C)cc2)s1 (stereo not drawn)	-6%	-3%	-2%	0	-1%	-1.7	-9%	i	3%

As a working copy, part of the list above.
No.	Molecule	GLP-1R agonist	EPAC1 antagonist	GLP1R cytotox	PI5P4Ka inh	PLK1 PBD block	IL2 activator	GLP1R inv ag	PTHR1 ag	EPAC1 ag
5	CCOCCCN(CCC#N)C(=O)C1CCN(S(=O)(=O)c2ccc(-n3cnnn3)cc2)CC1	-2%	4%	6%	4	-6%	-2.3	1%	i	6%
6	COc1ccc(/C=C/C(=O)NC(=S)Nc2ccc(Br)cn2)cc1	21%	-21%	9%	-6	-19%	2.4	21%	-17%	12%
7	COc1cc(-c2nnc(-c3ccc(S(=O)(=O)c4ccccc4)cc3)o2)cc(OC)c1OC	-3%	-8%	8%	-6	-9%	-4.1	-1%	-1%	9%
8	Cc1ccc(-c2cc(C(=O)N3CCN(c4ccccc4O)CC3)c3ccccc3n2)cc1	-10%	-14%	?	1	-4%	-1.4	?	-28%	-56%[inhibitor]
9	O=C(C[n+]1cc(-c2ccc(Cl)c(Cl)c2)n2c1CCC2)OCc1ccccc1	-1%	3%	-11%	3	-3%	-0.8	13%	-9%	4%
10	CCc1nnc(NC(=O)C2CCCN2S(=O)(=O)c2ccc(C)cc2)s1 (stereo not drawn)	-6%	-3%	-2%	0	-1%	-1.7	-9%	i	3%

Continued:
No.	Molecule	GLP-1R agonist	EPAC1 antagonist	GLP1R cytotox	PI5P4Ka inh	PLK1 PBD block	IL2 activator	GLP1R inv ag	PTHR1 ag	EPAC1 ag
11	O=c1oc2cc(OCc3nn[nH]n3)ccc2c2c1CCCC2	0%	-22%	5%	?	-5%	-1.1	7%	-2%[57.5 µM]	12%
12	CCCCn1c(N)c(N(CCOC)C(=O)COC(=O)CCOc2ccccc2)c(=O)[nH]c1=O	-11%	-20%	0%	2	-1%	0.6	6%	-24%	7%
13	Nn1cnc2scc(-c3cccs3)c2c1=O	13%	16%	0%	0	1%	0.6	16%	i	2%
14	O=C(COc1ccc(-n2cnnn2)cc1)NCCc1ccc(F)cc1	-4%	-3%	3%	1	-14%	-3.4	11%	-21%[57.5 µM]	7%
15	CC(=O)N/C(=C/c1ccc2c(c1)OCO2)C(=O)NCC(=O)O	-10%	1%	16%	-2	-6%	-2.5	15%	i	-9%
16	CC(C)COCC(O)CC(Cc1ccccc1)C(=O)NN (stereo not drawn)	6%	3%	-3%	-7	2%	0.6	-1%	i	0%
17	COc1cc(NC(=O)CS(=O)(=O)c2ccccc2)cc(OC)c1OC	-5%	6%	0%	-3	-6%	-0.6	-12%	-3%[57.5 µM]	3%
18	C[C@@H]1CCCCO[C@@H](CN(C)S(=O)(=O)c2ccc(F)cc2)[C@@H](C)CN([C@H](C)CO)C(=O)c2cc(NC(=O)c3ccccc3)ccc2O1	-8%	8%	-2%	-4	0%	-3.1	-4%	-7%	-14%
19	COc1ccccc1NC(=O)C1CCCCC1	1%	8%	-21%	-2	-22%	-2.0	-6%	i	9%
20	CCCCNC(=O)c1nc(C2CCN(S(=O)(=O)c3ccccc3C(F)(F)F)CC2)oc1-c1ccccc1	-1%	8%	-1%	-5	-3%	-0.6	?	-23%	-6%
21	O=C(Cc1ccc(-c2ccccc2)cc1)OCC(=O)N1CCCC1=O	4%	-5%	1%	3	-20%	0.8	8%	-22%	6%
22	CSc1ccc(/C=N/S(=O)(=O)c2ccccc2)cc1	-5%	17%	0%	1	-28%	-2.7	3%	i	1%
23	Cc1ccc(-n2c(-c3ccccc3)n[nH]c2=S)c(C)c1	-6%	10%	10µM*	0	-8%	3.9	?	13%	-5%
24	CC(C)(C)c1cc2nc3c(c(=O)n2[nH]1)CN(Cc1ccccc1)C3=O	-3%	-1%	-9%	1	-6%	0.2	1%	-3%	9%
25	CNC(=O)COc1ncnc2sc(C)c(C)c12	11%	3%	19%	9	-8%	0.0	23%	-7%	1%
26	O=C(Nc1ccc2c(c1)OCO2)Nc1ccccc1F	-4%	-4%	-3%	-9	5%	-1.2	?	-22%	-13%
27	O=C(Nc1cc(S(=O)(=O)N2CCCC2)ccc1Cl)C1=COCCO1	-1%	0%	7%	-5	-1%	-2.5	5%	i	0%
28	O=[N+]([O-])c1cccc(C(=S)N2CCN(c3ccccc3)CC2)c1	12%	-2%	9%	-17	12µM*	-0.4	23%	i	5%
29	CCOc1cccc(NC(=O)C2CC(=O)N(C)C2)c1 (stereo not drawn)	1%	-1%	1%	.	-3%	0.2	15%	-34%[inhibitor][57.5 µM]	-4%
30	Cc1ccc(F)cc1C(=O)N1CCCCC1c1cc(C(=O)Nc2ccc(F)c(Cl)c2)no1 (stereo not drawn)	4%	-8%	-8%	-2	-11%	-0.6	?	i	4%
31	COc1ccccc1CNC(=O)c1cccc(S(=O)(=O)N(C)c2ccccc2)c1	10%	-28%	-3%	4	-13%	-0.2	?	-80%[inhibitor]	4%
32	Cc1ccc(SCCNC(=O)/C=C/c2ccccc2Cl)cc1	-2%	-10%	-14%	.	-6%	0.6	?	i	21%
33	CC12CCC(C(=O)NCc3ccccn3)(OC1=O)C2(C)C (stereo not drawn)	-14%	2%	-1%	-9	-1%	0.3	0%	-21%	5%
34	O=S(=O)(CCCc1ccccc1)c1ncn[nH]1	2%	3%	13%	1	-10%	-2.4	0%	-1%	-9%
35	Cc1ccccc1C(C)NC(=O)COC(=O)Cn1cc(C(F)(F)F)ccc1=O (stereo not drawn)	1%	-1%	2%	0	-7%	0.0	-1%	?	0%
36	O=C1C[C@H]2CCCCC(=O)N3CC[C@@H](C1)[C@@H]23	10%	-11%	-1%	-3	-11%	-0.2	7%	i	5%
37	COc1cc(C(=O)C(=O)N2CCN(c3ccccc3)CC2)cc2ccccc12	.	3%	-2%	2	-1%	-0.6	-10%	-45%[inhibitor]	2%
38	Cc1ccccc1NC(=O)CNC(=O)N1CC(=O)Nc2ccccc21	1%	1%	-2%	-3	-5%	-1.0	-3%	i	8%
39	O=C1c2ccccc2C(=O)N1CC(=O)N1c2ccccc2Sc2ccc(C(F)(F)F)cc21	9%	-34%	-2%	2	-9%	-1.3	-4%	-5%	-18%
40	C=C(C)c1sc(-c2ccccc2)nc1C	1%	16%	0%	-5	-1%	0.9	4%	14%	-16%
41	Cc1ccc(CNC2=NCCCCC2)n1C	-7%	12%	-15%	0	2%	-0.2	13%	i	4%
42	CCOc1ccc(NC(=O)CNC(=O)c2ccc(OC)c(OC)c2)cc1	3%	-25%	9%	7	-4%	0.3	18%	i	1%
43	CCc1ccc(-c2cc(C)no2)cc1S(=O)(=O)N1CCN(C(=O)c2ccco2)CC1	18%	-20%	8%	0	-13%	-3.8	?	i	6%
44	COc1cc(CNC(=O)c2cnccn2)cc(OC)c1	-2%	-15%	-1%	8	-5%	-0.5	-9%	i	0%
45	CCN(CC)CCCN(Cc1cc2cc(OC)ccc2[nH]c1=O)C(=O)Nc1ccccc1	23%	-8%	-17%	1	-5%	-0.2	?	i	10%
46	O=C(NN1C(=O)C2C(c3ccccc3)C=CC(c3ccccc3)C2C1=O)c1ccncc1 (stereo not drawn)	-2%	8%	5%	1	-1%	0.7	17%	i	-3%
47	O=C(O)c1ccc(N/N=C/c2ccc(OC(=O)c3ccccc3Cl)cc2)cc1	0%	-26%	1%	1	30µM*	-0.9	7.1µM*	-15%	-5%

Bioassay records from PubChem BioAssay.

Not all compounds are listed; the hit share may differ from the screen's.
